High-throughput results as filed in PubChem.
NPC1 promoter act: NPC1 promoter activation; AID 485313; Potency, µM (top dose mostly 9.22 µM), inactives show at the highest dose activation, actives largely listed as activators; 320,000 compounds, 2.4% hits; Huh7 NPC1 promoter luciferase reporter, 24 h;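 note: potency is the fitted concentration of half-maximal effect; % of control where 0% means no effect; nearly all actives have a fitted effect of over 60% in size; reporter is driven by a mutant NPC1 promoter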
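Compounds in DMSO were transferred onto Huh7 NPC1-luciferase reporter cells pre-incubated 2 h; after 24 h at 37 °C, Amplite reagent was dispensed and luminescence recorded 10 min later.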
Tb PFK inh: blocks T. brucei phosphofructokinase. T. brucei PFK, ADP-Glo luminescence. 330,000 compounds, 0.17% hits. AID 485367. Potency, µM (highest dose often 57.5 µM), for the others: top-dose activity, negative = inhibition, actives largely listed as inhibitors;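 note: potency is the fitted concentration of half-maximal effect; 0% = uninhibited 1x PFK enzyme wells and -100% = no-enzyme wells; nearly all actives have a fitted effect of over 60% in size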
Target sequence (O15648 whole entry, looked up): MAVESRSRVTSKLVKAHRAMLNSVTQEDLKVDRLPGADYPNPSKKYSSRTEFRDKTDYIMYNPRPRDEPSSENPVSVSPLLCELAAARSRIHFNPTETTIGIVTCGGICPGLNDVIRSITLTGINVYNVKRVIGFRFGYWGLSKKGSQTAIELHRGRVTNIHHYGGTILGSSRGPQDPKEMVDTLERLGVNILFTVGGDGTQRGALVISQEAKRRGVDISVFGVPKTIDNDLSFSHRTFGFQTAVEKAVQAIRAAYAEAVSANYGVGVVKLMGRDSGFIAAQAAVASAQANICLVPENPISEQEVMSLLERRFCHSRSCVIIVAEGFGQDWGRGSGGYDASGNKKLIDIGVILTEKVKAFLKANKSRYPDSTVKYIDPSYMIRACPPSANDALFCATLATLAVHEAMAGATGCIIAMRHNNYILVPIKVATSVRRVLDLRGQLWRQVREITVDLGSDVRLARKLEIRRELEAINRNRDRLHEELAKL
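Compounds were pin-transferred as a titration series up to 57 uM into substrate buffer (0.5 mM F6P, 0.1 mM ATP, pH 8.0), then 1.25 nM PFK was added and reactions ran 45 min before ADP-Glo detection.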
Gal4-VP16 FLuc: counter-screen for ROR gamma inhibitors: Gal4-VP16 reporter. Drosophila S2 Gal4-VP16 UAS-luciferase, luminescence, 20 h. 310,000 compounds, 3.5% hits. Potency, µM (titrated, usually from 53.6 µM), for the others: at the highest dose activity, negative = inhibition, hits mostly inhibitors. AID 2546;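 note: Gal4-VP16 expression switched on by copper sulfate through the metallothionein promoter; potency is the fitted concentration of half-maximal effect; % is set by controls: 0 for no effect and ±100 for the full control effect; nearly all actives have a fitted effect of over 50% in size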
Rab9 promoter act: activates the Rab9 promoter. Huh7 Rab9 promoter-luciferase reporter, luminescence, 24 h. Potency, µM (top dose mostly 9.22 µM), inactives show top-dose activation, negative = inhibition, hits mostly activators. 320,000 compounds, 2.8% hits. AID 485297; note: potency is the fitted concentration of half-maximal effect; % of control where 0% means no effect; nearly all actives have a fitted effect of over 60% in size
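Huh7 cells stably carrying a Rab9 promoter-luciferase reporter, 1500 cells per well in OP-MEM I with 10% FBS, treated with compound 24 hours at 37C. Luciferase activity read by luminescence after 10 minutes with Amplite reagent.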
ELG1 DNA repair: inhibitors of ELG1-dependent DNA repair in HEK293T cells; AID 504467; 330,000 compounds, 2.3% hits; Potency, µM (doses to about 46.1 µM), inactives show top-dose activity change, negative = inhibition, hits mostly inhibitors; HEK293T ELG1-luciferase reporter, luminescence, 16 h; DNA damage induced by 5-fluorouridine; note: potency is the fitted concentration of half-maximal effect; % is set by controls: 0 for no effect and ±100 for the full control effect; nearly all actives have a fitted effect of over 55% in size
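Step one: seed 2,000 cells per well. Step two: pin-transfer compound or DMSO alongside 5-fluorouridine. Step three: incubate 16 hr, 37 °C, 5% CO2. Step four: add ONE-Glo, wait 30 min, read luminescence.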
RORgamma inh: ROR gamma (mouse) transcription inhibition; P51450; Drosophila S2 Gal4-RORgamma UAS-luciferase reporter, 20 h; Potency, µM (series often up to 53.6 µM), for the others: at the highest dose activity change, negative = inhibition, most hits filed as inhibitors; 310,000 compounds, 5.4% hits; AID 2551; note: potency is the fitted concentration of half-maximal effect; % is set by controls: 0 for no effect and ±100 for the full control effect; nearly all actives have a fitted effect of over 60% in size
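Compounds are pin-transferred onto Drosophila Schneider cells expressing a copper-inducible Gal4–ROR gamma transactivation domain fusion. After 1 hr, copper sulfate is added to 700 uM final; luciferase is read 20 hr later.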
FLuc modulator: inhibits or activates purified firefly luciferase, miR-21 counter-screen; purified FLuc, Km substrates, luminescence inhibition; 360,000 compounds, 6.9% hits; Potency, µM (series often up to 57.5 µM), for inactives: at the top dose activity change, negative = inhibition, most hits filed as inhibitors; P08659;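 note: potency is the fitted concentration of half-maximal effect; plate controls were vehicle for no effect and reference inhibitor for full effect; nearly all actives have a fitted effect of over 55% in size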
Target sequence (P08659 whole entry, looked up): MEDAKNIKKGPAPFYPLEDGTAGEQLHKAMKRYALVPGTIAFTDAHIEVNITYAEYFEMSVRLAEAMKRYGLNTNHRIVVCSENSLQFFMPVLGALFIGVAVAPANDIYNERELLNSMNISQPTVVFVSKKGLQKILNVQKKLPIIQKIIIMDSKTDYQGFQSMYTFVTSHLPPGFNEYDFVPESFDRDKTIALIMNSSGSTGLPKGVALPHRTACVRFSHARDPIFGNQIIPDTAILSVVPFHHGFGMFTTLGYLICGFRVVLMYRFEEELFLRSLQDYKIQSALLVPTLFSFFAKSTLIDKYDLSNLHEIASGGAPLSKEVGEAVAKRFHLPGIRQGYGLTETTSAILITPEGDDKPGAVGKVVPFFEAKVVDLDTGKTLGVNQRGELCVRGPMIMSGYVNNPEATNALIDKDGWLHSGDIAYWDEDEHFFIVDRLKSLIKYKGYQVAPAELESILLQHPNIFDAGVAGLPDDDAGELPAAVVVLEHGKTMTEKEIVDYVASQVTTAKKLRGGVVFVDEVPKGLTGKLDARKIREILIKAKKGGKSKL
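Purified P. pyralis luciferase, 10 nM final, with Km-level 10 uM D-luciferin and 10 uM ATP in 50 mM Tris acetate pH 7.5, 10 mM Mg acetate, 0.01% Tween-20, 0.05% BSA; 6-point qHTS titration about 60 µM downward; luminescence read.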
BRCA1 expr act: BRCA1 expression activation. Potency, µM (highest dose often 46.1 µM), for inactives: at the top dose activation, usual class: activators. AID 624202. 380,000 compounds, 1.1% hits. MCF7-BRCA1-FFLuc reporter, luminescence, 48 h; response scale: scaled: vehicle 0%, 10 µM genistein 100%; note: potency is the fitted concentration of half-maximal effect; nearly all actives have a fitted effect of over 80% in size; some results filed as inactive show a strong effect at the top dose
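48 h compound treatment of MCF7-BRCA1-FFLuc cells (phenol-red free MEM, 37 °C), then 15 min with luciferase substrate and luminescence imaging.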
p53 reactivator: re-activators of mutant p53; H1299 p53-A138V BP100-luciferase reporter, luminescence, 24 h; 320,000 compounds, 0.063% hits; Potency, µM (top dose mostly 92.2 µM), for the others: top-dose activity change, positive = activation, usual class: activators; note: potency is the fitted concentration of half-maximal effect; % of control where 0% means no effect; nearly all actives have a fitted effect of over 45% in size
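H1299 (p53-null), stable ts p53-A138V + BP100-Luc; 1000 cells/well, Opti-MEM/10% FBS; cpd 4 pt, 1:5; 24 h, 37 deg C, 5% CO2; detection reagent 10 min RT; luminescence.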
ELG1 genotoxic: inducers of genotoxicity in HEK293T ELG1-luciferase cells | HEK293T ELG1-luciferase reporter, luminescence, 16 h | Potency, µM (top dose mostly 46 µM), without a hit: top-dose activity change, positive = activation, actives largely listed as activators | 330,000 compounds, 1.3% hits; note: potency is the fitted concentration of half-maximal effect; % of control where 0% means no effect; nearly all actives have a fitted effect of over 60% in size
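Cells (2,000/well) expressing the ELG1-luciferase fusion are dosed by pin tool and kept 16 hr at 37 °C, 5% CO2. Signal comes from ONE-Glo luciferase reagent after 30 min at room temperature.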
TRPV1 ag: agonists of human vanilloid receptor 1 (TRPV1); 320,000 compounds, 0.19% hits; Q8NER1; TRPV1-expressing cells, Fluo-8 calcium influx, agonist mode; activation, % at 8.33 µM; in the data active = activation above about 80%; inconclusive = between about 30% and that limit; note: 0% is about no effect
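TRPV1-expressing cells were cultured overnight at 35.5C and loaded with Fluo-8 calcium dye for 40 to 90 min at room temperature. After a 10 s baseline, compound was added and calcium influx was read kinetically for 3 min (ex 480/em 520 nm).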
* marks the source's active call; other numbers are inactive results; ? = inconclusive; / = not tested or not shown; [ ] = dose if it differs, or a comment. Unless noted, calls come from the whole dose curve; as a rule, active = well fitted curve in the direction sought with a large enough effect; inconclusive = small, poorly fitted or top-dose-only effect, or another doubt; inactive = no such curve, though single readings can be large; an effect the other way counts as inactive or inconclusive. Hits appear at their usual frequency (roughly 15% active in at least one column).

compound | ELG1 DNA repair | BRCA1 expr act | RORgamma inh | FLuc modulator | NPC1 promoter act | TRPV1 ag | p53 reactivator | Tb PFK inh | ELG1 genotoxic | Gal4-VP16 FLuc | Rab9 promoter act
COc1ccc(/C(C)=C(\C#N)C(=O)OC(C)C)cc1OC | -6% | -2% | ? | -3% | -4% | 1 | 2% | -5% | -1% | -3% | -5%
O=C(c1ccccc1)c1ccc2c(c1)OCCOCCOCCO2 | 14% | 40% | -25% | -14% | 0% | 0 | 7% | 4% | -4% | -7% | 6%
Cc1ccc(S(=O)(=O)N2CCC(C(=O)NCCC3=CCCCC3)CC2)c(C)c1 | -17% | -24% | / | 6% | -7% | 9 | -1% | 12% | -2% | / | -1%
O=C(CCCCCn1c(=S)[nH]c2cc3c(cc2c1=O)OCO3)N1CCN(c2ccccc2)CC1 | 2% | 0% | ? | 2% | -1% | 1 | 7% | 3% | 14% | -7% | 0%
COc1cc(NC(=O)CCCc2c[nH]c3ccccc23)cc(OC)c1 | ? | -42% | ? | -10% | -2% | ? | 6% | 6% | -2% | ? | -4%
S=c1[nH]nc(-c2cccnc2)n1/N=C/c1ccc(Br)s1 | -1% | -34% | ? | 5% | 1% | 2 | -3% | -11% | 5% | ? | 0%
O=C(Nc1ccc(-c2nc3ncccc3o2)cc1)c1ccco1 | ? | ? | -19% | 8.5µM* | 2.5µM* | 1 | 27% | -25% | ? | -1% | 1.6µM*
CC(C)n1c2ccccc2c2nc3ccccc3nc21 | -13% | -15% | ? | ? | 0% | 2 | 7% | 1% | 0% | 2% | -1%
Cc1ccc(N2CC(NS(=O)(=O)c3cccs3)CC2=O)cc1 (configuration not stated) | 11% | -4% | / | 4% | 0% | -3 | 0% | 4% | 5% | / | 4%
COc1ccccc1NC(=O)Nc1ccccc1C(=O)NCCCN1CCOCC1 | 17% | 13% | -3% | 2% | 0% | -1 | 0% | 0% | 1% | 17% | 0%
CC1CN(C(=O)/C(C#N)=C2\N=C(NC(=O)c3ccccc3Cl)c3ccccc32)CC(C)O1 (configuration not stated) | 0% | / | -2% | 2% | -5% | 0 | 0% | 2% | -1% | -12% | -1%
O=C(C[n+]1cc(-c2ccc(Cl)cc2)n2c1CCCCC2)c1ccccc1 | -2% | -25% | -14% | ? | 0% | 0 | 6% | -1% | -1% | -3% | 0%
CCOC(=O)C1=C(C)Nc2ccccc2N/C1=N\S(=O)(=O)c1ccc(Cl)cc1 | ? | 0% | / | 0% | 2% | 0 | -12% | 0% | -4% | / | -3%
COc1ccc(NC(=O)C2CC(c3c(F)cccc3Cl)=NO2)cc1 (configuration not stated) | ? | 38% | 18%[1.91 µM] | ? | 23% | 6 | / | -1% | 12% | 17% | 19%
Cc1c(NC(=O)CSc2n[nH]c(-c3ccccc3)n2)c(=O)n(-c2ccccc2)n1C | -13% | 54% | -4% | 1% | 0% | -1 | -3% | 0% | 0% | -21% | 6%
O=C(c1ccco1)N(Cc1ccccc1)c1cccc([N+](=O)[O-])c1 | -3% | -3% | -11% | 2% | 0% | -3 | 18% | -14% | 9% | -20% | 1%
CCC(Sc1nc(-c2ccccc2)c(C#N)c(=O)[nH]1)C(=O)Nc1nnc(C)s1 (configuration not stated) | 8% | -7% | 9% | 3% | 1% | 12 | -4% | 3% | -1% | 1% | 0%
Cc1cccc(C2c3[nH]c4ccccc4c3CCN2C(=O)c2noc3c2CCCC3)n1 (configuration not stated) | ? | -51% | 0% | -3% | -15% | 5 | -1% | 6% | -4% | 4% | -1%
O=C(O)C1CCCCC1C(=O)NCCCn1ccnc1 (configuration not stated) | 2% | -10% | 12% | 12% | -3% | -2 | 0% | 0% | 2% | -4% | -2%
Cc1c(-n2cc(C(=O)c3cc(F)ccc3O)cc(C#N)c2=O)c(=O)n(-c2ccccc2)n1C | 10% | -12% | 5% | -6% | -2% | -3 | 0% | 2% | 1% | 5% | 0%
COC(=O)C1=C(N)Oc2cc(C)n(CCCn3ccnc3)c(=O)c2C1c1cccc(Cl)c1 (configuration not stated) | -3% | -14% | 1% | 3% | -1% | 1 | -8% | -1% | -6% | 8% | 0%
O=C(NCCOc1ccc(Cl)cc1)C(=O)NCC1CCCO1 (configuration not stated) | -1% | -10% | 4% | 0% | -6% | 0 | -1% | -4% | 0% | -5% | -1%
CCN(CC)S(=O)(=O)c1ccc(Cl)c(NC(=O)COC(=O)c2c(C)noc2C)c1 | 18µM* | -32% | 27% | -5% | -1% | 4 | -7% | 7% | 3% | -3% | 0%
CCOc1ccc(C(CC(=O)O)NC(=O)COc2ccc3ccccc3c2)cc1OC (configuration not stated) | -3% | -23% | 4% | -6% | -4% | -2 | -2% | -2% | 0% | -3% | -4%
Cc1ccc2c(CN3CCN(Cc4ccccc4)CC3)cc(=O)oc2c1C | ? | -34% | 2% | 1% | -9% | 17 | -6% | 1% | -9% | -5% | -2%
CC(C)C(NC(=O)c1ccccc1)C(=O)NC1=NCCS1 (configuration not stated) | 3% | 9% | -30% | -1% | -2% | 0 | 7% | -5% | 0% | 10% | 1%
CC(C)(C)NS(=O)(=O)c1ccc(NS(=O)(=O)c2ccc(F)cc2)cc1 | 20% | 6% | 28% | 5% | -4% | -2 | -15% | 7% | -6% | 6% | 7%
COc1ccc(NC(=O)CN(C)C(=O)c2cn(-c3ccccc3)nc2-c2ccc(OC)cc2)cc1 | ? | -17% | / | 2% | -3% | 17 | 2% | -4% | -2% | / | -2%
CCOC(=O)C1CCN(C(=O)C2(NC(=O)Nc3ccccc3C)CCCCC2)CC1 | 0% | -24% | -24% | 1% | 3% | 2 | -3% | 0% | 3% | 2% | 1%
Cc1cccc(OCC(=O)Nc2ccc(N3CCN(S(C)(=O)=O)CC3)cc2)c1 | 2% | -2% | -12% | 3% | 2% | 0 | -2% | 0% | -2% | 6% | -4%
O=C(COc1ccccc1)Nc1ccc(N2CCCCC2)cc1 | ? | 57% | / | ? | ? | 27 | 19% | -1% | 12% | / | ?
COC(=O)c1cn(NC(=O)/C=C/c2cc(OC)ccc2OC)c(=O)c2ccccc12 | -17% | -27% | 11% | 0% | -2% | -1 | -8% | -1% | -2% | -2% | -1%
CCCCN(C(=O)CSc1nnnn1C)c1c(N)n(Cc2ccccc2)c(=O)[nH]c1=O | -10% | -3% | -2% | 5% | -3% | -4 | 1% | -18% | 0% | 5% | -4%
O=C(NCC12CC3CC(CC(C3)C1)C2)c1nn2cccnc2c1Cl | 12% | 12% | 12% | 2% | -1% | ? | -4% | -3% | 5% | 4% | -2%
O=C(NC1CC1)C1CCN(c2ncnc3c2sc2cccc(F)c23)CC1 | -14% | 1% | ? | ? | -3% | -1 | 3% | -4% | 0% | -2% | 1%
CCOC(=O)CNC(=O)N1CCCC(CNS(=O)(=O)c2cccs2)C1 (configuration not stated) | 3% | 2% | -2% | 4% | 2% | -1 | 8% | 3% | 0% | -4% | 0%
CCOC(=O)N1CCC(N2CCCC(C(=O)c3cc(F)ccc3OC)C2)CC1 (configuration not stated) | -6% | -20% | -16% | 1% | -4% | 0 | 0% | 2% | 1% | 0% | 1%
CCOc1ccc(-n2c(SCC(=O)Nc3nccs3)nc3c(c2=O)SCC3)cc1 | ? | -5% | 5% | -3% | 6% | 1 | 3% | -7% | ? | 0% | -2%
Cc1cccc(OCC(=O)OCC(=O)c2c(N)n(C)c(=O)n(C)c2=O)c1C | 5% | 50% | -8% | 1% | 2% | 2 | 6% | 0% | 0% | 15% | 2%
COc1ccc(N(C)C(=O)CC2(CC(=O)O)CCCCC2)cc1 | 9% | 0% | 6% | 2% | 2% | -5 | 4% | 1% | 0% | 0%[0.365 µM] | -9%
CCn1c(SC2CCOC2=O)nnc1-c1ccc(Cl)cc1 (configuration not stated) | 11% | 0% | -5% | 4% | -9% | 2 | -2% | 0% | 4% | -12% | -4%
CCC(C)NCCOc1ccc(C)cc1[N+](=O)[O-] (configuration not stated) | -1% | 2% | 15% | 4% | -2% | 1 | -1% | 1% | 0% | 0% | -5%
COCCCN=C1NN=C(c2cc(C)n(-c3ccccc3)c2C)CS1 | ? | 36% | -5% | 4.3µM* | ? | -1 | ? | -2% | ? | -4% | 1.3µM*
O=C(Cc1c(C(=O)O)[nH]c2ccccc12)Nc1ccc2c(c1)OCO2 | 9% | 1% | -1% | ? | -3% | -2 | 11% | -6% | 0% | -4% | -2%
CN1CCN(S(=O)(=O)c2ccc(NC(=O)c3cccc(S(=O)(=O)N4CCCC4)c3)cc2)CC1 | -24% | -39% | -27% | 3% | -4% | 0 | 1% | 0% | -6% | -13% | -1%
